# Screening results from PubChem.
# Mtb RmlCD inh = M. tuberculosis RmlC/RmlD inhibition | P9WH09+P9WH11 | RmlC+RmlD coupled enzyme assay, percent inhibition; primary screen in compound mixtures | inhibition, % at 3.6 µM | AID 1533 | 160,000 tested, 0.03% active; in the data active = inhibition mostly above about 34%, no sharp cut-off; also: some results filed as inactive read as strong as hits
# Target sequence (P9WH09 whole entry, looked up): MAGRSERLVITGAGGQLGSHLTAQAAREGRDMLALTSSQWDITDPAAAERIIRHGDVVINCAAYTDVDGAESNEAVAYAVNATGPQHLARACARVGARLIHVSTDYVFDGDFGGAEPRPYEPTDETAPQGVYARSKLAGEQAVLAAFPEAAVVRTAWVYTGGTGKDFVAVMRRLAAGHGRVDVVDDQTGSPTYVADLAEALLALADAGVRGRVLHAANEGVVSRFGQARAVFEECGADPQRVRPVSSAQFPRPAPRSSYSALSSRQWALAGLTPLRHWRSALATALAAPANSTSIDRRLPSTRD
# Target sequence (P9WH11 whole entry, looked up): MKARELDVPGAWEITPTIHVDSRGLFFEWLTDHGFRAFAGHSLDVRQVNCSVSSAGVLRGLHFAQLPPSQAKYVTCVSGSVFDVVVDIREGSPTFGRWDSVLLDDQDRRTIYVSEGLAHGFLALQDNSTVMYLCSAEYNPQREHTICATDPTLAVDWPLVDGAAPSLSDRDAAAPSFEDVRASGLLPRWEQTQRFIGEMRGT
# GlmU inhibition = inhibition of mycobacterial GlmU enzyme – biochemical, glucosamine-1-phosphate acetyltransferase (AID 1376). inhibition, %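 (tested at 30 µM in the primary screen)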; hits with a dose series show IC50 in µM. M. tuberculosis GlmU acetyltransferase enzyme assay; higher % means a stronger effect. 220,000 tested, 0.25% active; in the data active = inhibition above about 13%;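 also: 0% = complete reaction with vehicle and 100% = reaction without substrate; strong numbers were not always called active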
# * hit, by the source's call; . = not tested or not shown.
SMILES,Mtb RmlCD inh,GlmU inhibition
CCOC(=O)C1(CCc2ccccc2)CCN(Cc2ccc(OC)cc2)CC1,.,-10%
Cc1ccc(C(=O)Nc2ccc(Cl)cc2C(F)(F)F)c(Cl)c1,11,2.6%
CSc1nnc(SCC#N)s1,7,-8.2%
COc1ccc2c(c1)Sc1ccccc1N2CCN(C)C,14,0.6%
Cc1c(C(c2ccc(Br)cc2)c2c(O)c3ccccc3oc2=O)c(=O)n(-c2ccccc2)n1C (stereo unspecified),9,-4.4%
CCSC(C)CC1C/C(=N/O)c2c(CC)noc2C1 (stereo unspecified),.,6.4%
CCN(CC)CCN(C)C(=O)c1ccc(OC2CCN(C(=O)C3CC3)CC2)cc1,1,3.3%
CCC(C)C(Nc1ccc(C(=O)OC)cc1[N+](=O)[O-])C(=O)OC (stereo unspecified),-12,0.2%
Cc1cccc(NS(=O)(=O)c2cc(C(=O)NCCC3=CCCCC3)ccc2Cl)c1,10,4.8%
COC(=O)Cc1ccc(NC(=S)NCCC(C)C)cc1,.,4.0%
COc1ccccc1CNC(=O)c1cc(C)nn1-c1ccccc1,-3,-1.4%
CCC1C/C(=C\c2cccnc2)C(=O)/C(=C/c2cccnc2)C1 (stereo unspecified),5,2.3%
Cn1c(=O)c2c(nc(SCCCO)n2Cc2ccccc2Cl)n(C)c1=O,-8,.
CC1(C)Oc2ccc3ccc(=O)oc3c2-c2cnoc21,-4,-0.8%
CC(=O)c1cc2c(cc1NC(=O)C1CC1)OCO2,.,-0.7%
O=C1OCCN1/N=C/c1ccc([N+](=O)[O-])o1,.,-8.7%
Cc1cccc(C)c1OCC(O)Cn1nnc2ccccc21 (stereo unspecified),.,4.2%
O=C(CSc1nnc(-c2cccnc2)n1-c1ccccc1)Nc1ccccn1,.,-7.6%
CCC(C)c1ccc(O)c(NC(=O)c2ncn[nH]2)c1 (stereo unspecified),6,-4.9%
O=C(O)CCNc1nc(C(F)(F)F)nc2ccccc12,-4,1.8%
O=C(NCc1ccco1)C1CC(=O)N(c2ccc(O)cc2)C1 (stereo unspecified),9,-3.9%
CCCCC/C(=N/O)c1c(C)[nH]c2ccccc12,6,-1.9%
Cc1cc(-n2cc(Br)c(=O)[nH]c2=O)nc(-c2ccccc2)n1,.,0.1%
CC(C)CSc1nsc(N)n1,.,-3.4%
CC1CCCCN1S(=O)(=O)c1ccc2c(c1)oc(=O)n2CC(=O)O (stereo unspecified),.,-4.5%
COc1ccc(C(=S)NC2CCCCC2)cc1,2,1.2%
COc1ccc(CCNC(=O)CSc2nc3c(c(=O)n(C)c(=O)n3C)n2C(C)C)cc1OC,3,-2.2%
O=C(/C=C/c1ccc2c(c1)OCO2)c1ccccn1,.,1.9%
CCOc1ccc(NC(=S)NNC(=O)c2ccc(Br)cc2)cc1,66,-2.3%
O=C(c1cccs1)N(Cc1cc2ccccc2[nH]c1=O)c1ccccc1,10,-5.3%
N#Cc1ccc(C(=O)N/N=C/c2cn(CC(=O)O)c3ccccc23)c(F)c1,8,-0.7%
O=C(Nc1ccc(Cl)cc1)Nc1cccc2nsnc12,.,-2.2%
CCCCCCCn1ccc(O)c(CC(=O)OC)c1=O,5,4.3%
COC(=O)c1ccc(C(=O)OC)c(N)c1,.,0.9%
COc1ccc(N2CCN(C(CNC(=O)C(=O)NCc3cccs3)c3ccco3)CC2)cc1 (stereo unspecified),5,-2.8%
COC(=O)c1scc(C)c1NC(=O)CC1NCCNC1=O (stereo unspecified),3,4.1%
Cc1cnc(NC(=O)c2cccc(S(=O)(=O)N3CC(C)OC(C)C3)c2)s1 (stereo unspecified),13,1.4%
COc1ccc(C(=O)NC(=S)Nc2cc(C)ccn2)cc1[N+](=O)[O-],-9,-5.7%
Cc1cccc(NC(=O)c2ccc(COc3ccc4ccccc4c3)o2)n1,10,-0.9%
Cc1cc(=O)c2n(Cc3ccccc3Cl)nc[n+]2[nH]1,-8,-1.4%
O=C(CSCC(=O)Nc1cccc([N+](=O)[O-])c1)Nc1ccccc1,12,-0.7%
O=C(Nc1ccccc1N1CCN(C(=O)c2ccccc2)CC1)c1ccccc1Cl,.,0.1%
COc1ccccc1N1C(=O)c2ccc(C(=O)Nc3nccs3)cc2C1=O,-3,-1.3%
CCn1c(SCC(=O)N2c3ccccc3CCc3ccccc32)nc2c1c(=O)n(C)c(=O)n2C,.,1.8%
CCC(C)Oc1ccc(/C=C/c2[nH]c(=O)[nH]c(=O)c2[N+](=O)[O-])cc1OC (stereo unspecified),4,-0.1%
CCN(CC)CCCNC(=O)/C(=C\c1cccn1C)NC(=O)c1cccs1,3,2.3%
Nc1c(C(=O)N/N=C/c2ccc(F)cc2)oc2nc(-c3ccccc3)cc(-c3ccco3)c12,3,0.5%
O=c1[nH]c(=S)c2c(n1-c1ccccc1)CCC2,.,0.7%
O=c1c2ccccc2nnn1CSc1nnc(-c2ccc3c(c2)OCO3)o1,.,0.6%
Cc1cc(C)n2nc(-c3ccccc3)cc2n1,6,2.4%

# (continued)
SMILES,Mtb RmlCD inh,GlmU inhibition
COc1ccc(C(=O)N2CCN(C(=O)c3ccco3)CC2)cc1OC,95,2.3%
CCCOCCc1nnc(N)s1,.,-3.6%
Cc1ccc(CNc2ccc(CNc3ncn[nH]3)cc2)cc1,-9,1.5%
S=C1NC(c2ccccc2)=NCN1c1ccccc1,7,6.6%
N#CC1=C2SCN(Cc3ccccc3)CN2C(=O)CC1c1ccc2c(c1)OCO2 (stereo unspecified),17,-0.2%
N#Cc1c(NC(=O)c2ccncc2)sc2c1CCC2,.,4.1%
COc1ccc(OC)c(S(=O)(=O)NC2CCCCC2)c1,-1,1.4%
Cc1cc(C)c(S(=O)(=O)/N=C2/C=C(SCC(=O)O)C(=O)c3ccccc32)cc1C,1,6.0%
Cc1cc(C)nc(NC(=NCCc2c[nH]c3ccccc23)NC(=O)C(C)(C)C)n1,9,2.3%
CC(C)(C)NC(=S)NCCc1ccccc1,7,-5.8%
OCC1(CCOc2ccccc2)CCN(Cc2cccn2-c2ncccn2)CC1,.,0.4%
C/C(=N\NC(=O)c1ccc(NS(=O)(=O)c2cccs2)cc1)c1ccc(O)cc1O,9,7.6%
COc1ccc(-c2c(C(F)(F)F)oc3c(CN4CCN(C)CC4)c(O)ccc3c2=O)cc1,-8,-0.3%
CCOc1ccc(N(C(C)C(=O)NCc2ccco2)S(C)(=O)=O)cc1 (stereo unspecified),7,6.7%
CC(C)Cc1nc2n[nH]c(N)c2c2c1CCC2,-2,-3.2%
O=C(NCCN1CCOCC1)c1cc(Sc2ccc(F)cc2F)nc2ccccc12,5,2.1%
O=C(O)CN(c1ccc2c(c1)OCCO2)S(=O)(=O)c1ccccc1,-4,2.4%
CN(CCCNS(=O)(=O)c1cccc2cccnc12)Cc1ccccc1,-8,0.5%
Cn1c(SCC(=O)N2CCN(c3ccccc3)CC2)nnc1-c1ccco1,6,3.0%
C/C(NCCCn1ccnc1)=C(\C#N)C(N)=O,6,-0.7%

# One compound at a time (already shown).
# Listed for `CN(CCCNS(=O)(=O)c1cccc2cccnc12)Cc1ccccc1` = Mtb RmlCD inh = -8; GlmU inhibition = 0.5%
# Listed for `C/C(=N\NC(=O)c1ccc(NS(=O)(=O)c2cccs2)cc1)c1ccc(O)cc1O` = Mtb RmlCD inh = 9; GlmU inhibition = 7.6%

# Other records.
SMILES,Mtb RmlCD inh,GlmU inhibition
CC(C)COCC1CC2(CC(C)C(=O)CC2=O)C(=O)O1 (stereo unspecified),4,-2.6%
Cc1cc(C)cc(CC2CC(=O)N(c3nc(C)cc(C)n3)C2=O)c1 (stereo unspecified),.,-3.0%
CCN(CC)CC(O)COc1ccc2c(c1)c(C(C)=O)c(C)n2-c1ccccc1 (stereo unspecified),.,-6.3%
CC(C)(C)OC(=O)NCC(=O)Oc1cc2oc(=O)cc(-c3ccccc3)c2cc1Cl,-1,3.8%
O=C(CNC(=O)c1ccc(-c2ccccc2)cc1)OCc1c(Cl)cccc1Cl,.,-4.6%
O=C(C1CCN(S(=O)(=O)c2ccc(F)cc2)CC1)N1CCOCC1,.,2.4%
Cc1ccc(/C=N/NC(=O)CSc2nc3ccccc3c(=O)n2-c2ccccc2C)s1,.,-0.5%
Cc1cccc(NC(=O)c2cc(NC(=O)C3CCCCC3C(=O)O)ccc2N2CCCCC2)c1 (stereo unspecified),.,4.5%
CNC(=O)c1ccsc1NC(=O)c1ccc(Cl)s1,8,-1.6%
Cc1cc(O)c(/C=N/Nc2ccc(Cl)cc2)c(=O)o1,1,2.2%
CCCOC(=O)c1ccc(NC(=O)c2cc(=O)[nH]c3ccccc23)cc1,-7,-1.6%
Cc1ccccc1C(=O)NC1CCN(CC(=O)NCc2ccc(F)cc2)CC1,-12,-0.6%
CC(=O)N1CCc2cc(S(=O)(=O)NCCC(=O)NCCc3ccccc3)ccc21,9,-1.9%
COC(=O)c1ccccc1C(=O)N1CCCC(CCC(=O)NCc2ccc(F)c(F)c2)C1 (stereo unspecified),7,0.9%
CCN(CC)C1CCN(C(=O)CCc2nnc(CCCCc3ccccc3)o2)C1 (stereo unspecified),-6,6.3%
CCN(CC)CCCN=Cc1c(O)n(-c2ccccc2F)c(=O)[nH]c1=O,-6,-3.6%
CC/C(=N\NC(=S)Nc1ccc(OC)cc1)c1ccc(OC(F)F)cc1,21,1.5%
CCCCN(C)C1=CC2=CC(=C(C#N)C#N)CCC2CC1 (stereo unspecified),.,2.3%
O=C(Nc1ccc2oc(=O)ccc2c1)c1ccc(-c2ccc(Cl)cc2)o1,-1,-4.9%
Cc1ccc(CSc2ncnc3c2cnn3Cc2ccccc2)cc1C,0,0.8%
O=C1NCCCC1C(=O)N/N=C/c1ccc(Cl)cc1 (stereo unspecified),-7,0.7%
Cc1sc(-n2c(C)cc(/C=C3\SC(=S)NC3=O)c2C)c(C#N)c1C,.,0.6%
O=C(O)Cc1cn(Cc2cccc(Cl)c2)c2ccccc12,-54,-0.5%
c1ccc2c(CCNc3ncnc4nc[nH]c34)c[nH]c2c1,-8,0.3%
CCN(CC)Cc1cc(C(=O)O)c(C)o1,48,-0.7%
CC(C)Cn1nc(NC(=O)c2cccs2)c2cc3ccccc3nc21,.,2.2%
COc1ccc(N2CCN(c3oc(Cc4ccccc4)nc3C#N)CC2)cc1,.,3.1%
CNC(=S)N(Cc1ccc(OC)cc1)Cc1cc2ccc(C)cc2[nH]c1=O,30,5.7%
O=C(CN(Cc1ccco1)C(=O)CNS(=O)(=O)c1ccc(Cl)cc1)NC1CCCCC1,.,9.9%
O=C(Nc1nccs1)c1cc(Cl)nc2ccccc12,-13,3.0%
CC(C)CN1C(=O)/C(=C/c2c(N3CCc4ccccc4C3)nc3ccccn3c2=O)SC1=S,-1,8.5%
O=C(Nc1ccc(Cl)c(Cl)c1)OCCNC(=O)c1cccc(Cl)c1,.,0.3%
Cc1ccc(C)c(N(CC(=O)NCCC2=CCCCC2)S(C)(=O)=O)c1,11,0.0%
CC12CCC(C(=Nc3ccc(N=C4C(=O)C5(C)CCC4C5(C)C)cc3)C1=O)C2(C)C,15,-0.9%
OCCN(Cc1ccccc1)Cc1nc(CC2CC2)no1,.,-1.4%
O=C(CCc1nnc(Cc2cccc(C(F)(F)F)c2)o1)NCC(F)(F)F,9,-4.7%
O=C(CSc1nnc(-c2cccnc2)n1Cc1ccco1)c1ccccc1,.,-3.1%
CC(C)(Oc1ccc(Cl)cc1)C(=O)NCc1ccc(S(N)(=O)=O)cc1,12,0.3%
CC(=O)c1sc(NC(=O)c2ccccc2C)nc1C,2,-0.7%
CCn1c(SCc2nc3ccccc3[nH]2)nnc1-c1ccncc1,-7,-3.6%
CN1CCN(C(=S)Nc2cccc(C(F)(F)F)c2)CC1,-9,-0.8%
CCOC(=O)CNC(=O)Cn1cnc2c(nnn2-c2cccc(Cl)c2)c1=O,-4,4.7%
Cc1nc2sccn2c(=O)c1CCN1CCC(=C(c2ccccc2)c2ccc(F)cc2)CC1,.,-10%
O=C(O)c1cc2n(n1)C(C(F)(F)F)CC(C1CC1)N2 (stereo unspecified),4,1.4%
O=c1[nH]c(=O)n(C2CCCCC2)c(O)c1C=Nc1ccc(N2CCOCC2)cc1,-2,-1.6%
CCCC[n+]1ccn(C2=C([O-])c3ccccc3C(=O)/C2=N\S(=O)(=O)c2ccc(Cl)cc2)c1,37,2.6%
CN1/C(=C/C2CC(=O)N(c3ccc([N+](=O)[O-])cc3)C2=O)C(C)(C)c2ccccc21 (stereo unspecified),.,0.1%
O=C(O)c1ccc(N/N=C/c2ccc(F)c(F)c2)cc1,-1,3.6%
CC(=O)Nc1ccc(-n2c(=O)c3ccccc3c3ccccc3c2=O)cc1,4,2.2%
CC1CCN(c2c(NCC3CCC(C(=O)NCCCc4ccccc4)CC3)c(=O)c2=O)CC1 (stereo unspecified),.,1.9%

# By substructure: the compounds so far with an aryl thioether with sulfur outside any ring
SMILES,Mtb RmlCD inh,GlmU inhibition
CSc1nnc(SCC#N)s1,7,-8.2%
Cn1c(=O)c2c(nc(SCCCO)n2Cc2ccccc2Cl)n(C)c1=O,-8,.
O=C(CSc1nnc(-c2cccnc2)n1-c1ccccc1)Nc1ccccn1,.,-7.6%
CC(C)CSc1nsc(N)n1,.,-3.4%
COc1ccc(CCNC(=O)CSc2nc3c(c(=O)n(C)c(=O)n3C)n2C(C)C)cc1OC,3,-2.2%
CCn1c(SCC(=O)N2c3ccccc3CCc3ccccc32)nc2c1c(=O)n(C)c(=O)n2C,.,1.8%
O=c1c2ccccc2nnn1CSc1nnc(-c2ccc3c(c2)OCO3)o1,.,0.6%
O=C(NCCN1CCOCC1)c1cc(Sc2ccc(F)cc2F)nc2ccccc12,5,2.1%
Cn1c(SCC(=O)N2CCN(c3ccccc3)CC2)nnc1-c1ccco1,6,3.0%
Cc1ccc(/C=N/NC(=O)CSc2nc3ccccc3c(=O)n2-c2ccccc2C)s1,.,-0.5%
Cc1ccc(CSc2ncnc3c2cnn3Cc2ccccc2)cc1C,0,0.8%
O=C(CSc1nnc(-c2cccnc2)n1Cc1ccco1)c1ccccc1,.,-3.1%
CCn1c(SCc2nc3ccccc3[nH]2)nnc1-c1ccncc1,-7,-3.6%

# The list is partial; the hit share may differ from the screen's.
